Compound activity: PubChem, National Center for Advancing Translational Sciences (NCATS)
Tb PFK inh = inhibitors of T. brucei phosphofructokinase. 330,000 tested, 0.17% active. O15648. T. brucei PFK, ADP-Glo luminescence. Potency, µM (series often up to 57.5 µM), without a hit: at the top dose activity, negative = inhibition, actives largely listed as inhibitors;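 note: potency is the fitted concentration of half-maximal effect; 0% = uninhibited 1x PFK enzyme wells and -100% = no-enzyme wells; nearly all actives have a fitted effect of over 60% in size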
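Compounds were pin-transferred as a titration series up to 57 uM into substrate buffer (0.5 mM F6P, 0.1 mM ATP, pH 8.0), then 1.25 nM PFK was added and reactions ran 45 min before ADP-Glo detection.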
GALK inhibitor = galactokinase (human) inhibition; Purified GALK, Kinase-Glo residual ATP luminescence; Potency, µM (doses to about 57.5 µM), inactives show at the highest dose activity change, negative = inhibition, usual class: inhibitors; AID 1868; 270,000 tested, 0.007% active; note: potency is the fitted concentration of half-maximal effect; % is set by controls: 0 for no effect and ±100 for the full control effect
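Quantitative HTS: GALK 5 nM, ATP 35 uM, galactose 100 uM, 1 h room temperature, then luciferase-based ATP detection.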
BCR signal inh = inhibitors of chronic active B-cell receptor signaling; ABC-DLBCL IkBa-CBG/CBR reporter, luminescence ratio, 4 h; Potency, µM (top dose mostly 46.1 µM), without a hit: at the top dose ratio change, negative = lower green/red ratio, hits mostly inhibitors; 340,000 tested, 0.05% active; active = well fitted inhibition curve with a large enough effect in the signal ratio, with a control signal flat, not every such curve was filed as active; inconclusive = small, poorly fitted or top-dose-only effect, or effect the other way, or a change in a side signal; the % refers to the signal ratio;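 note: potency is the fitted concentration of half-maximal effect; plate controls were basal doxycycline-induced cells for no effect and cells given 10 µM MG132 for full effect; MG132 reads +100%, hits lower the ratio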
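Cell line TMD8 (human ABC DLBCL), stably expressing tet-inducible CBG68-IkBa fusion and CBR; IMDM/0.5% FBS; cpd up to 46 uM; dox induction, 4 h, 37C/5% CO2; dual luminescence; green/red ratio; MG132 control.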
hERG WT inh = KCNH2 (human, wildtype) channel inhibition | Q12809 | U2OS, BacMam KCNH2, thallium flux FluxOr; hits give low values | activity change, % at 1.84 µM | 340,000 tested, 0.37% active;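 active = maximum activity change below -70%; inconclusive = maximum activity change between -70% and -50%; inactive = maximum activity change above -50%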; note: % is set by controls: 0 for no effect and ±100 for the full control effect
Target sequence (Q12809 whole entry, looked up): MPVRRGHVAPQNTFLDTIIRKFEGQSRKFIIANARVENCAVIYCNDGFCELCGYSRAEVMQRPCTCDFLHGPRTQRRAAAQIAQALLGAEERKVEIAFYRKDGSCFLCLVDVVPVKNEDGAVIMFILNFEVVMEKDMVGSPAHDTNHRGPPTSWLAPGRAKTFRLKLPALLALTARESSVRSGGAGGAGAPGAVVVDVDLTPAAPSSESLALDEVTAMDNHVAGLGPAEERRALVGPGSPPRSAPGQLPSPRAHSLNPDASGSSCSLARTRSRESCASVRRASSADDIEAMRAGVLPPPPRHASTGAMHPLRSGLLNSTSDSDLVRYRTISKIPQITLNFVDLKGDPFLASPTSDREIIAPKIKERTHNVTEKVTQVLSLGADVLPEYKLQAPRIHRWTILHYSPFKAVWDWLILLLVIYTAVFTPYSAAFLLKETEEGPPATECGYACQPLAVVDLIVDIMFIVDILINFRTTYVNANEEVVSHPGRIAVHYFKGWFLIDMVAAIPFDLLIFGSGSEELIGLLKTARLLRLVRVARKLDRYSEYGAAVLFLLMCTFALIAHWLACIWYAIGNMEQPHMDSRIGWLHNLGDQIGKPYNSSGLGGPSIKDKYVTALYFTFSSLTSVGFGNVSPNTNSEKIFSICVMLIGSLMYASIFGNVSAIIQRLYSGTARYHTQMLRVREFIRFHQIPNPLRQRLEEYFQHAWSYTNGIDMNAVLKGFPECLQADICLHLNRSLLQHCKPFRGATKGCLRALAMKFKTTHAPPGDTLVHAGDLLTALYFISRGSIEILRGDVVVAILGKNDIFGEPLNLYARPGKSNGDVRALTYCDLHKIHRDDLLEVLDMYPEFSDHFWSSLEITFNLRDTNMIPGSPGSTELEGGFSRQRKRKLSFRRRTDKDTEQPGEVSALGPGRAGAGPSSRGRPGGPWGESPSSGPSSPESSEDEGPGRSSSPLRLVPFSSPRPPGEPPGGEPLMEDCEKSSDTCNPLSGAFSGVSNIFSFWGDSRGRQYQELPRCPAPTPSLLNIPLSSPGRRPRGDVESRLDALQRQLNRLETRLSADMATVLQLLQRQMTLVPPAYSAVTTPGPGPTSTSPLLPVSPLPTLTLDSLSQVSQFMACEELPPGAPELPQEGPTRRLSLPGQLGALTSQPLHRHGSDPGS
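U2OS cells transduced with wild-type KCNH2 virus are loaded with FluxOr dye for 45 min, and thallium flux is measured in kinetic reads before and after stimulation buffer. Rate constants are normalized to DMSO controls.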
Giardia killer = kills Giardia lamblia | activity change, % at 7.66 µM, hits read low | Giardia lamblia trophozoite viability | 340,000 tested, 0.15% active; in the data active = activity change below about -80%; inconclusive = between about -30% and that limit;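 note: parasites exposed to compound for two days anaerobically before the ATP read; % is set by controls: 0 for no effect and ±100 for the full control effect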
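Compounds were tested on trophozoites seeded at 100 cells/well and held 48 hrs at 37 deg C anaerobically. An ATP-based luminescent kit measured the remaining live cells.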
TSHR antag = antagonists of human thyroid stimulating hormone receptor. activity change, negative = inhibition, % at 11.5 µM. 330,000 tested, 0.2% active. TSHR-expressing cells, TSH-stimulated cAMP HTRF, 2 h; hits give low values. AID 504810. P16473;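 active = activity change below a set negative limit, meaning inhibition stronger than a set level, cut at about -70% in these data; inconclusive = activity change between two set negative limits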; note: % is set by controls: 0 for no effect and ±100 for the full control effect
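TSHR-expressing cells were treated with compounds, then stimulated with TSH at EC80 (4nM final) for 2 hours at 37 deg C. Cellular cAMP was measured by HTRF competition between lysate cAMP and cAMP-d2 for a cryptate-labelled anti-cAMP antibody.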
CXXC DNA block = MLL CXXC-DNA interaction inhibition; Potency, µM (series often up to 115 µM), for inactives: at the top dose activity change, negative = inhibition, hits mostly inhibitors; AID 2662; 290,000 tested, 0.037% active; MLL-CXXC / FITC-HOXA9 DNA fluorescence polarization; active = well fitted inhibition curve with a large enough effect in the polarisation, with a control signal flat, not every such curve was filed as active; inconclusive = small, poorly fitted or top-dose-only effect, or effect the other way, or a change in a side signal; inactive = no such curve, though single readings can be large or run the other way; the % refers to the polarisation; note: potency is the fitted concentration of half-maximal effect
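Fluorescence polarization: 7 uM MLL-CXXC (stock) preincubated 5 min with compounds, then 50 nM fluorescein-HOX-A9 DNA (stock) added; 30 min ambient. Buffer 50 mM Tris-HCl pH 7.5, 50 mM NaCl, 1 mM DTT, 0.05% BSA.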
AT treatment = candidate therapy for ataxia-telangiectasia; Potency, µM (titrated, usually from 57.5 µM), without a hit: top-dose activation, usual class: activators; 320,000 tested, 0.19% active; […] A-T fibroblasts, KAP-1 phosphorylation AlphaLISA; neocarzinostatin DNA damage 30 min before lysis; AID 485349; note: potency is the fitted concentration of half-maximal effect; % of control where 0% means no effect; nearly all actives have a fitted effect of over 45% in size
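ATM-like activity read as KAP-1 phosphorylation via AlphaLISA donor/acceptor antibody pairs after lysis and 6 hr at 25C. Cells were ATM-null patient fibroblasts ([…], hTERT), dosed 60 min, then exposed to the DSB inducer NCS for 30 min.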
FBPA coupling cs = coupling enzyme interference in Giardia aldolase counter-screen | coupling enzyme system counterscreen, AmpLite Red fluorescence | activity change, negative = inhibition, % at 58.2 µM, hits read low | 290,000 tested, 0.67% active | AID 2472; in the data active = activity change below about -30%; note: % is set by controls: 0 for no effect and ±100 for the full control effect
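Compounds tested against the coupling enzymes alone at 57.5 uM final; readout was AmpLite Red fluorescence (525/598 nm) after 20 min at RT.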
TCR act = activators of T cell receptors; 330,000 tested, under 10 active; AID 504894; primary human leukocytes, anti-CD3, IL-2 HTRF, 48 h; Potency, µM (highest dose often 9.22 µM), for inactives: at the top dose activation of IL-2 secretion, hits mostly activators; note: % of control where 0% means no effect
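Human primary leukocytes + a-CD3 beads + cpd, 48 hr; IL-2 in supernatant by HTRF (ex 320nm / em 665nm). No co-stimulatory signal supplied.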
* marks the source's active call; other numbers are inactive results; ? = inconclusive; · = no result given; [ ] = another dose, or the depositor's remark. Unless noted, calls come from the whole dose curve; as a rule, active = well fitted curve in the direction sought with a large enough effect; inconclusive = small, poorly fitted or top-dose-only effect, or another doubt; inactive = no such curve, though single readings can be large; an effect the other way counts as inactive or inconclusive.

SMILES	Tb PFK inh	GALK inhibitor	BCR signal inh	hERG WT inh	Giardia killer	TSHR antag	CXXC DNA block	AT treatment	FBPA coupling cs	TCR act
CC1=CC(=C(C#N)c2nc3ccccc3s2)C=C(C)N1Cc1ccco1	3%	3%	?	7	1	-4	?	6%	-1	0%
CCCn1c(SCC(=O)NC(=O)NCc2ccco2)n[nH]c1=O	?	1%	-4%	·	·	-8	-10%	-11%	-8	·
CCc1ccc(-c2cc(C(=O)NCc3ccccn3)c3ccccc3n2)cc1	2%	-1%	?	-10	9	19	0%	-2%	-11	-3%[46.1 µM]
c1ccc(Cc2ccc(OCCCNC3CCCC3)cc2)cc1	-26%	13%	-3%	·	·	2	2%	1%	0	·
COc1ccc(C(=O)NC(CCSC)C(=O)NCc2nnc3ccccn23)cc1 (stereo not given)	-6%	·	1%	-3	15	8	·	-9%	·	0%
CC1CCCC(C)N1CCCNC(=O)Cn1cc2c(n1)CCCC2 (stereo not given)	-1%	2%	2%	3	-8	3	2%	2%	1	-3%
CC(C)NC(=O)c1ccc(NC(=O)CC2SC(N3CCCC3)=NC2=O)cc1 (stereo not given)	0%	·	-1%	-4	-6	-7	·	0%	·	-3%
CCCn1c(N)c(C(=O)CSc2nnnn2-c2ccc(O)cc2)c(=O)n(C)c1=O	-1%	1%	?	4	26	10	-4%	1%	4	0%
Cc1cc(C)cc(N(CC(=O)NCc2ccco2)S(=O)(=O)c2ccccc2)c1	2%	5%	?	3	-2	-4	1%	1%	-5	0%
O=C(CN1C(=O)c2cccnc2Oc2ccc(Cl)cc21)NC1CCCC1	1%	0%	?	-8	?	2	3%	-10%	0	-12%
Cc1cccc(CC(=O)Nc2cc(=O)n(C)c(=O)n2C)c1	-2%	2%	2%	6	-2	-5	0%	5%	0	-2%
O=C1C2C3C=CC(C4CC34)C2C(=O)N1c1ccc2c(c1)OCO2 (stereo not given)	-2%	0%	9%	1	3	9	8%	1%	3	2%
COc1cccc(NS(=O)(=O)c2ccc3c(c2)C2C=CCC2C(c2ccc(C(=O)O)cc2)N3)c1 (stereo not given)	18%	-5%	-7%	-1	-4	-15	-8%	-5%	-6	0%[46.1 µM]
O=C(NCCOC(=O)C1COc2ccccc2O1)C1COc2ccccc2O1 (stereo not given)	0%	-2%	1%	12	-9	-2	-1%	-9%	1	1%
C/C(=N\NC(=O)C1COc2ccccc2O1)c1cccs1 (stereo not given)	0%	1%	?	-3	8	10	-5%	·	5	3%
CCN(CC)S(=O)(=O)c1ccc(NC(=O)c2cc(-c3cccs3)nc3ccccc23)cc1	8%	3%	6%	-23	15	-8	11%	2%	1	-4%[46.1 µM]
Oc1ccc(-c2cccc(-c3ccc(O)cc3)n2)cc1	1%	11%	?	-4	8	18	-7%	1%	2	-1%
COC(=O)c1c(-c2ccccc2)noc1C	0%	-3%	?	0	2	0	2%	-1%	2	-6%
O=[N+]([O-])c1cccc(-c2ccc(/C=N/Nc3nc(N4CCCCC4)nc(N4CCCCC4)n3)o2)c1	-3%	3%	3%	3	10	4	2%	-5%	-5	1%
CC(=O)N1CN(CCCn2ccnc2)Cc2c1sc1c2CCCC1	-5%	-1%	?	2	6	5	3%	-3%	1	1%
CN1CCN(NC(=O)c2cc(S(=O)(=O)N3CCOCC3)c(Cl)cc2Cl)CC1	0%	0%	-1%	18	-13	12	2%	3%	-2	1%
CCCn1c(SCC(=O)Nc2cccc(C)n2)nc2c1c(=O)n(C)c(=O)n2C	1%	6%	6%	-3	12	11	-11%	-2%	5	-3%
O=C(c1cc(Br)c[nH]1)N1CCCCC1	-1%	3%	3%	-4	-6	2	-12%	2%	1	-3%
COc1ccccc1NC(=O)CNC(=O)c1ccc(Br)o1	0%	1%	?	-5	?	13	7%	0%	4	·
CC(=O)[C@H]1[C@H](c2cccc(Cl)c2)C(C#N)(C#N)[C@@H]2c3ccccc3C=CN21	8%	-2%	3%	·	·	7	14%	-5%	-26	-3%[46.1 µM]
Following part:
SMILES	Tb PFK inh	GALK inhibitor	BCR signal inh	hERG WT inh	Giardia killer	TSHR antag	CXXC DNA block	AT treatment	FBPA coupling cs	TCR act
CC(=O)N1CC=C2C(C#N)=C(N)C(C#N)(C#N)C(CCc3ccccc3)C2C1 (stereo not given)	16%	-3%	?	-15	2	-3	4%	6%	-2	0%
Cc1ccc(C)c(S(=O)(=O)n2cnc3ccccc32)c1	-12%	0%	-9%	-17	2	·	-9%	-11%	2	0%
O=C(CNCCC1=CCCCC1)Nc1ccccc1N1CCCCC1	-19%	1%	?	-12	-5	-14	13%	·	-42*	·
CC(O)CCC(=O)NCCNC(=O)CCC(C)O (stereo not given)	-3%	0%	7%	-12	7	-3	1%	6%	0	·
Cc1ccc(N2CC(C(=O)Nc3ccc(N4CCOCC4)cc3)CC2=O)cc1C (stereo not given)	2%	9%	9%	2	-3	2	-2%	-8%	-3	-5%
CCCc1nnc(NC(=O)CNc2ccc(F)cc2)s1	-13%	4%	-2%	-4	4	2	10%	3%	5	-10%
NC(=O)c1ccc(NC(=O)c2ccc(COc3ccc(F)cc3)o2)cc1	-1%	·	-1%	-6	-30	-3	·	0%	·	3%
Cc1ccc(S(=O)(=O)Nc2cc(S(=O)(=O)N3CCCCC3)ccc2N2CCOCC2)cc1	-3%	-2%	1%	-7	4	-11	-5%	2%	1	5%
COc1ccc(Cl)cc1NC(=O)CN(C)C(=O)c1ccc(N2CCCCC2)c([N+](=O)[O-])c1	0%	·	1%	-1	6	·	·	-7%	·	10%
COc1ccc(NC(=O)Cc2c(F)cccc2Cl)c(OC)c1	-2%	2%	2%	8	-7	0	5%	8%	-8	-3%[46.1 µM]
COc1ccc(NCC(=O)Nc2cccc(C(F)(F)F)c2)cc1S(=O)(=O)N1CCOCC1	1%	·	1%	2	7	-5	·	5%	·	0%
CC(O)CNc1nc(Cl)c(C#N)s1 (stereo not given)	-20%	-2%	0%	-16	-14	26	11%	5%	1	-2%
O=C(O)c1ccccc1-c1ccccc1C(=O)NNc1ccccc1	0%	·	?	0	0	6	-4%	1%	-4	-4%[46.1 µM]
Cc1ccccc1NC(=O)C(=O)NCCCN1CCCC1=O	-3%	·	?	-13	-17	13	·	-1%	·	-5%
Cc1c(Br)c([N+](=O)[O-])nn1C(C)C(=O)N1CCc2ccccc2C1 (stereo not given)	1%	-8%	?	3	-29	13	7%	-10%	·	-10%
O=C(O)c1ccccc1SCc1cn2cc(Br)ccc2n1	0%	-2%	?	-5	5	3	-7%	2%	5	-17%
Cc1ccc(C(C)C)c(OCC(=O)Nc2ccc(Cl)cn2)c1	0%	2%	-3%	-1	-10	5	16%	6%	0	2%
Cc1cccc(NC(=O)C2(c3cccs3)CCOCC2)n1	0%	-1%	14%	-2	-7	5	12%	-1%	1	4%[46.1 µM]
CCOC(=O)NN1C(=O)c2ccccc2NC1c1ccc(OC)cc1OC (stereo not given)	0%	-1%	8%	-6	-4	0	5%	2%	3	-2%
CCc1ccc2[nH]c(=O)c(CN(CCCN3CCOCC3)C(=O)Nc3ccccc3)cc2c1	-3%	-5%	?	14	7	-7	19%	1%	-1	-1%
COc1ccc(NC(=O)c2ccc3c(c2)NC(=O)CS3)cc1	-3%	·	0%	2	-14	-7	·	-5%	·	7%
OC[C@@H]1CC[C@@H](Cc2ccc(-c3ccccc3)cc2)O1	0%	·	-1%	-2	-18	-13	·	-15%	·	-4%[46.1 µM]
CCOc1ccc(NC(=O)CN(Cc2ccccc2)S(C)(=O)=O)cc1	0%	2%	-11%	0	8	6	4%	-4%	3	-5%[46.1 µM]
CCNS(=O)(=O)c1ccc(CCC(=O)NCCC2=CCCCC2)cc1	7%	0%	2%	-243*	-7	6	4%	2%	2	-2%[46.1 µM]
NC(=O)c1ccc(-n2nnnc2SCC(=O)NC2CCCCC2)cc1	0%	17%	?	0	-19	14	9%	3%	2	4%
CC1=CC(=Nc2c(C)n(C)n(-c3ccccc3)c2=O)C=CC1=O	-5%	-1%	6%	·	·	-13	-29%	?	-46*	·
CCOc1cc(CNc2ccc(O)cc2)ccc1OCc1ccc(Cl)cc1Cl	-9%	-6%	14%	0	14	-13	1%	29%	-52*	3%

Single records, from the list above.
CCOc1cc(CNc2ccc(O)cc2)ccc1OCc1ccc(Cl)cc1Cl is listed with Tb PFK inh: -9%; GALK inhibitor: -6%; BCR signal inh: 14%; hERG WT inh: 0; Giardia killer: 14; TSHR antag: -13; CXXC DNA block: 1%; AT treatment: 29%; FBPA coupling cs: -52*; TCR act: 3%
O=C(NCCOC(=O)C1COc2ccccc2O1)C1COc2ccccc2O1 (stereo not given) is listed with Tb PFK inh: 0%; GALK inhibitor: -2%; BCR signal inh: 1%; hERG WT inh: 12; Giardia killer: -9; TSHR antag: -2; CXXC DNA block: -1%; AT treatment: -9%; FBPA coupling cs: 1; TCR act: 1%
